Assay outcomes from PubChem BioAssay.
BoNT A protease: BoNT A light chain protease inhibition | multiplex microsphere protease substrate cleavage, flow cytometry | inhibition, % at 10 µM | actives 0.17% (n = 360,000) | AID 588499; in the data active = inhibition above about 30%; inconclusive = no clear call, values can overlap the other calls; note: plate controls were buffer without enzyme for full effect and enzyme alone for no effect
BoNT-F LC inh: inhibitors of Botulinum neurotoxin F light chain protease; actives 0.22% (n = 360,000); Multiplex microsphere protease cleavage assay, flow cytometry; inhibition, % at 10 µM; in the data active = inhibition above about 35%, passing the limit was not always enough; inconclusive = no clear call, values can overlap the other calls; note: plate controls were buffer without enzyme for full effect and enzyme alone for no effect
PrPC surface inh: cell surface PrPC inhibition, primary TR-FRET screen. P04156. TR-FRET read-out. inhibition, % at 13.8 µM. actives 0.43% (n = 370,000). AID 720596; in the data active = inhibition above about 24%; note: 0% = median of the test wells and 100% = reference compound wells
GDH-TPI counter: GDH-TPI coupled enzyme inhibition counter-screen. inhibition, % at 4.8 µM. AID 588335. GDH-TPI coupled enzyme counterscreen, NADH absorbance. actives 1.2% (n = 360,000);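 note: 0% = DMSO wells and 100% = wells lacking the enzyme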
CCHFV vOTU inh: blocks the CCHF virus ovarian tumor domain protease; inhibition, % at 11.5 µM; CCHFV vOTU protease, Pep-AMC fluorescence; actives 0.55% (n = 370,000); note: 0% = vehicle wells with enzyme and 100% = no enzyme wells
BioA inh: inhibitors of Mycobacterium tuberculosis BioA enzyme | purified M. tuberculosis BioA enzyme, plate reader | inhibition, % at 9.99 µM | actives 0.096% (n = 360,000) | AID 602481; in the data active = inhibition above about 40%; inconclusive = no clear call, values can overlap the other calls
FadD28 FP inh: blocks FadD28 binding to the bisubstrate probe; actives 0.22% (n = 360,000); fluorescence polarization; inhibition, % at 12.5 µM; in the data active = inhibition above about 8.5%, passing the limit was not always enough; inconclusive = no clear call, values can overlap the other calls
Mtb UGM inh: blocks M. tuberculosis UGM enzyme; AID 504406; P9WIQ1; inhibition, % at 10 µM; purified UGM, fluorescence polarization probe displacement; actives 0.06% (n = 320,000); in the data active = inhibition above about 10%, passing the limit was not always enough; inconclusive = no clear call, values can overlap the other calls
Target sequence (P9WIQ1 whole entry, looked up): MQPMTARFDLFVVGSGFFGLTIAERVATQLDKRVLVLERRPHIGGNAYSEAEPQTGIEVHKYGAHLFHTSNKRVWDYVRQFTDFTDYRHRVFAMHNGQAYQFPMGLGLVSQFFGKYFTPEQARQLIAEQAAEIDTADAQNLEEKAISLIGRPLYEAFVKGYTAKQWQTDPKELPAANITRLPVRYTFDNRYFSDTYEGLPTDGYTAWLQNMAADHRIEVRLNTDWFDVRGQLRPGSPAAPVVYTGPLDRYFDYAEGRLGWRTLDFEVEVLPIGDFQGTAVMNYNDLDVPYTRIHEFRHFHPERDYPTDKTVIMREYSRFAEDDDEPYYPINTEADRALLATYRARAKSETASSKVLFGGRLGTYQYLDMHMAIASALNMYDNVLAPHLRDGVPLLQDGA
Mtb FBA inh: inhibitors of M. tuberculosis fructose-bisphosphate aldolase; P9WQA3; purified M. tuberculosis FBA, fluorescence read-out; inhibition, % at 1 µM; actives 2.3% (n = 360,000); AID 588726; in the data active = inhibition above about 27%;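 note: 0% = vehicle and 100% = reference inhibitor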
Target sequence (P9WQA3 whole entry, looked up): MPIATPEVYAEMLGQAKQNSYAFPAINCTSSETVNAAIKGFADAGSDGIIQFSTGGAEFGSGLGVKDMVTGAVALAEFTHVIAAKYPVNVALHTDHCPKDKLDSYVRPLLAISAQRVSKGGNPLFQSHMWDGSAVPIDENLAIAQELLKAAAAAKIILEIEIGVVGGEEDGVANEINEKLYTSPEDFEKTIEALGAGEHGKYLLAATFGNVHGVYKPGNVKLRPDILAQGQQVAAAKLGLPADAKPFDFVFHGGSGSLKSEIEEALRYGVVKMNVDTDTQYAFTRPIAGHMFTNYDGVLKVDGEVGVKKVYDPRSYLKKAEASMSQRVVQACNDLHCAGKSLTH
An asterisk follows results filed as active; ? = inconclusive; · = not tested or not shown. Cut-off read from the data, not from the text of the source, unless noted: active = inhibition above about 30%; inactive = the rest.

| item | compound | BoNT A protease | BoNT-F LC inh | PrPC surface inh | GDH-TPI counter | CCHFV vOTU inh | BioA inh | FadD28 FP inh | Mtb UGM inh | Mtb FBA inh |
| --- | --- | --- | --- | --- | --- | --- | --- | --- | --- | --- |
| 1 | CCOc1ccc(C(=O)Nc2cccc(SC)c2)cc1 | 0.0 | -7.5 | 6.4 | 3.7 | -0.3 | -2.5 | -3.0 | -0.5 | 2.4 |
| 2 | CNS(=O)(=O)c1cccc(C(=O)OCC(=O)Nc2ccc(Cl)cc2F)c1 | 0.1 | 0.8 | 5.7 | -4.3 | 0.4 | -3.3 | -3.1 | -1.6 | -0.8 |
| 3 | Cc1ccc(S(=O)(=O)NCC2CCC(C(=O)NCc3cccs3)CC2)cc1 (configuration not stated) | 0.3 | 1.9 | 2.9 | -10.9 | 1.7 | · | -4.3 | 0.8 | 1.5 |
| 4 | N#CC(C#N)=C(C#N)c1ccc(Nc2ccccc2)cc1 | -0.7 | ? | -2.5 | 7.6 | -2.5 | -1.3 | -1.8 | -0.4 | 0.6 |
| 5 | COc1ccc(-c2nc3cc(C)c(Br)c(C)n3c2Cc2ccccc2C(F)(F)F)cc1OC | 1.0 | -6.6 | -1.7 | · | 8.0 | · | · | · | · |
| 6 | Cc1ccc(CN2CCN(Cc3cnc(N(C)C)s3)CC2CCO)o1 (configuration not stated) | -0.6 | 1.0 | -2.6 | 4.9 | -6.0 | · | -1.6 | -2.5 | -0.8 |
| 7 | CCOC(=O)c1cnc(-c2ccccc2)nc1C(F)(F)F | -0.8 | -2.8 | -2.6 | 2.4 | -6.6 | -0.6 | -1.7 | -0.8 | 5.9 |
| 8 | CC(=O)Nc1ccc(N2CCCCC2)cc1 | -0.5 | -12.5 | 0.1 | 11.8 | 9.6 | 0.6 | -1.9 | 0.4 | 1.9 |
| 9 | CC(C)COC(=O)C(C#N)c1nc2ccccc2nc1N1CCN(Cc2ccc3c(c2)OCO3)CC1 (configuration not stated) | 6.6 | 13.1 | -17.1 | 7.8 | 4.8 | -1.0 | -0.7 | -1.7 | 1.3 |
| 10 | CSCCC(NC(=O)c1ccco1)C(=O)N1CCC(C(N)=O)CC1 (configuration not stated) | 1.0 | -3.8 | 3.2 | 2.1 | -3.9 | · | -4.1 | -0.4 | -0.2 |
| 11 | Cc1nc(C)c(CCNC(=O)c2ccccc2)s1 | 0.3 | -0.4 | -5.0 | 3.7 | -2.8 | -0.1 | -0.6 | 1.3 | -2.2 |
| 12 | CC1CC[C@@]2(OC1)O[C@H]1CC3[C@@H]4C[C@@H](O)[C@@]5(O)C[C@@H](O)[C@H](O)C[C@]5(C)[C@H]4CC[C@]3(C)[C@H]1[C@@H]2C (some centres not stated) | 4.2 | 1.3 | 1.0 | -0.3 | -4.9 | · | -1.9 | -1.6 | 5.5 |
| 13 | CCCCN1C(=O)CCC(C(=O)O)C1c1ccc([N+](=O)[O-])cc1 (configuration not stated) | 1.5 | -19.1 | -7.9 | 9.6 | 1.4 | -0.4 | 0.2 | 2.2 | -1.1 |
| 14 | Cc1cc(NC(=O)CSc2ccc(-c3ccccc3)nn2)no1 | 0.0 | 5.3 | 0.0 | 7.7 | -7.5 | -1.0 | -3.5 | 0.7 | 1.4 |
| 15 | CCN(CC)S(=O)(=O)c1ccc(NC(=O)c2cc(=O)[nH]c3ccccc23)cc1 | -0.5 | 1.4 | -0.7 | 1.2 | -4.0 | · | -4.8 | 0.8 | -6.3 |
| 16 | Cc1ccc(NC(=O)c2ccc(OC(=O)COc3cccc(Cl)c3)cc2)cc1 | 0.2 | -7.6 | 5.2 | -4.9 | -10.8 | 1.7 | -1.6 | 0.2 | 2.1 |
| 17 | CNC(=O)c1ccc(N(Cc2ccccc2C)S(C)(=O)=O)cc1 | 0.4 | 12.6 | -9.2 | 8.3 | 6.3 | · | -1.0 | 1.7 | 0.3 |
| 18 | COC(=O)C1=C(c2ccc(F)cc2OCc2ccccc2)C[C@@H]2CC[C@H]1N2C(=O)NCCOc1ccccc1Cl | 0.0 | -6.7 | 8.4 | 9.4 | 10.4 | -2.5 | -1.2 | -0.4 | 3.0 |
| 19 | COc1ccc(NS(=O)(=O)c2ccc(F)c(F)c2F)cc1S(=O)(=O)N1CCOCC1 | -0.1 | -5.0 | 3.5 | 3.5 | 3.2 | -0.3 | -1.9 | -1.9 | -0.9 |
| 20 | CCOC(=O)NC(=S)Nc1ccc(C(C)(C)C)cc1 | -1.1 | ? | 0.3 | -17.2 | 2.7 | 2.8 | -4.6 | -0.6 | -2.2 |
| 21 | CCOC(=O)c1c(-c2ccc(C)cc2)csc1NC(=O)/C(C#N)=C/c1ccc(O)c(OC)c1 | 1.0 | 4.9 | 6.7 | 6.0 | 22.7 | · | 1.3 | · | -1.2 |
| 22 | O=C1Nc2cc(C(=O)N3CCOCC3)ccc2S/C1=C\c1ccccc1 | -0.4 | -3.1 | -5.5 | 16.5 | 13.7 | 2.4 | -1.7 | 2.0 | 0.2 |
| 23 | O=S(=O)(NCc1cccs1)NCc1ccccc1F | 1.0 | -0.7 | 7.0 | -2.5 | 2.6 | 0.8 | -2.8 | 1.0 | 2.0 |
| 24 | Cc1ccc[n+](CC(=O)c2ccc(NC(=O)c3ccccc3)cc2)c1 | -0.7 | -2.0 | 1.0 | 4.0 | -4.1 | · | -0.3 | -1.2 | -3.1 |
| 25 | Cc1ccc(CN(C)C(=O)c2cccc(S(=O)(=O)N3CCc4ccccc43)c2)cc1 | 0.0 | -5.7 | 9.5 | 10.5 | 9.3 | 0.0 | -1.2 | 2.9 | -0.1 |
| 26 | O=C1CCc2cc(NS(=O)(=O)c3ccc(F)cc3)cc3c2N1CCC3 | 0.3 | 5.1 | -3.6 | 3.1 | 9.8 | 0.9 | -0.4 | -1.7 | -1.0 |
| 27 | O=C(CN1CCCCC1)Nc1cc(Cl)ccc1Oc1ccccc1 | 0.2 | -1.1 | -1.2 | 7.5 | 5.6 | · | -1.5 | -1.8 | -4.3 |
| 28 | CCCn1c(CCNc2nc(-c3cccc(Br)c3)cs2)nc2ccccc21 | 0.1 | 1.1 | 5.3 | 10.4 | 24.5 | -0.6 | -1.4 | · | 2.1 |
| 29 | C/C(=N\NS(=O)(=O)c1ccc(C)c([N+](=O)[O-])c1)c1cccs1 | 0.1 | -1.8 | -4.5 | 8.8 | -6.2 | 0.2 | 0.7 | -3.5 | 1.6 |
| 30 | CCCCOC(=O)/C(=C/c1cn(C)c2ccccc12)NC(=O)c1ccc(OC)cc1 | -1.0 | -3.0 | -8.1 | 11.2 | 5.0 | -0.5 | -2.3 | 1.7 | -0.7 |

Single records, from the list above. Values in the order: BoNT A protease	BoNT-F LC inh	PrPC surface inh	GDH-TPI counter	CCHFV vOTU inh	BioA inh	FadD28 FP inh	Mtb UGM inh	Mtb FBA inh
Results for Cc1ccc(CN(C)C(=O)c2cccc(S(=O)(=O)N3CCc4ccccc43)c2)cc1 = 0.0	-5.7	9.5	10.5	9.3	0.0	-1.2	2.9	-0.1
Results for Cc1ccc[n+](CC(=O)c2ccc(NC(=O)c3ccccc3)cc2)c1 = -0.7	-2.0	1.0	4.0	-4.1	·	-0.3	-1.2	-3.1

The list goes on.
| item | compound | BoNT A protease | BoNT-F LC inh | PrPC surface inh | GDH-TPI counter | CCHFV vOTU inh | BioA inh | FadD28 FP inh | Mtb UGM inh | Mtb FBA inh |
| --- | --- | --- | --- | --- | --- | --- | --- | --- | --- | --- |
| 31 | COC(=O)c1c(NC(=O)CN2C(=O)C(=O)N(CC(C)C)C2=O)sc2c1CCCCC2 | -0.2 | -12.8 | 8.8 | 9.6 | -3.7 | -0.1 | -3.1 | -2.2 | 0.1 |
| 32 | COc1cc(CN2CCNC(=O)C2CC(=O)N(C)CCCN2CCOCC2)cc(OC)c1 (configuration not stated) | 3.9 | 10.5 | -4.3 | 2.5 | 3.4 | -0.2 | -1.5 | -2.2 | 2.6 |
| 33 | CN(Cc1ccccc1)CC(O)COc1ccc(CNCCCOc2cccnc2)cc1 (configuration not stated) | -10.8 | -10.7 | -10.1 | 0.0 | 5.9 | · | -1.3 | 4.2 | -0.9 |
| 34 | CCc1c(C)nc(N)n2c(SCC(=O)Nc3ccccc3)nnc12 | 0.6 | 2.9 | -3.9 | 0.0 | -7.9 | -0.5 | 0.2 | -0.3 | 0.4 |
| 35 | CCCCCN(C(=O)CCC(=O)OCC(=O)N1CCCCC1CC)c1c(N)n(CCCC)c(=O)[nH]c1=O (configuration not stated) | 1.8 | -7.6 | -4.1 | 8.1 | 5.5 | 0.4 | -0.2 | · | -0.5 |
| 36 | COc1ccc(-n2c(SCC(=O)N3CCc4ccccc43)nnc2-c2c[nH]c3ccccc23)cc1 | 1.3 | 7.9 | -1.2 | -0.5 | 5.5 | -0.5 | 0.1 | 0.2 | 2.5 |
| 37 | CCOC(=O)[C@]12Cc3cc(C)ccc3[C@H]1N(Cc1ccccc1)C(=O)c1cc(OC)ccc12 | -0.4 | -10.3 | 4.0 | · | 0.1 | · | · | · | · |
| 38 | O=C1CN(C(=O)COC(=O)CNS(=O)(=O)c2ccccc2)c2ccccc2N1 | -0.4 | -2.1 | 5.4 | 2.5 | 0.7 | · | -2.2 | 2.4 | 3.3 |
| 39 | CCN1CCN(C(=O)C2CCN(Cc3cc(Cl)ccc3O)CC2)CC1 | -0.1 | -3.7 | -5.7 | 6.0 | 2.9 | -6.4 | -0.5 | -1.5 | 3.3 |
| 40 | O=c1c2ccc(F)cc2sn1-c1ccccc1 | 23.1 | -4.7 | 2.4 | -11.8 | -1.7 | -1.2 | -3.0 | · | -1.0 |
| 41 | Cc1ccc(CNC(=O)COC(=O)CSc2cc(C)c(Br)cc2C)cc1 | -1.0 | -4.7 | 1.4 | 3.3 | 4.8 | · | 0.4 | · | 1.1 |
| 42 | CC(=O)N1CC=C2C(C#N)=C(N)C(C#N)(C#N)C(CCc3ccccc3)C2C1 (configuration not stated) | -0.1 | 12.1 | -6.2 | 7.3 | -17.1 | · | 0.5 | -2.5 | 7.8 |
| 43 | Cc1ccnc(Nc2nc(-c3sc(C)nc3C)cs2)c1 | 0.8 | ? | 17.7 | -9.2 | -1.0 | 1.2 | -3.3 | -1.2 | 2.9 |
| 44 | O=C(COc1ccccc1Cl)N1CCN(c2ccccn2)CC1 | 2.5 | 8.7 | 5.1 | 5.8 | 28.5 | · | -1.5 | 2.4 | 5.5 |
| 45 | C/C(=N\NC(=O)C1CC1)c1ccc(C(C)(C)C)cc1 | -2.9 | 0.4 | 4.7 | 5.6 | 15.3 | -1.8 | -1.9 | -0.1 | -0.3 |
| 46 | COC(=O)c1ccc(NC(=O)c2ccc(NC(=O)C3CCCO3)cc2)cc1 (configuration not stated) | 0.4 | 2.6 | -1.5 | -5.2 | 4.9 | · | -2.1 | 5.3 | -6.4 |

Individual results from the results shown:
Reading of CCOC(=O)c1c(-c2ccc(C)cc2)csc1NC(=O)/C(C#N)=C/c1ccc(O)c(OC)c1 in Mtb FBA inh: -1.2
Reading of O=C1CN(C(=O)COC(=O)CNS(=O)(=O)c2ccccc2)c2ccccc2N1 in FadD28 FP inh: -2.2
Reading of CN(Cc1ccccc1)CC(O)COc1ccc(CNCCCOc2cccnc2)cc1 (configuration not stated) in Mtb FBA inh: -0.9
Reading of CCCn1c(CCNc2nc(-c3cccc(Br)c3)cs2)nc2ccccc21 in BioA inh: -0.6
Reading of O=C(COc1ccccc1Cl)N1CCN(c2ccccn2)CC1 in BoNT-F LC inh: 8.7
